D3 ag = D3 dopamine receptor (human) agonism. P35462. D3R DiscoveRx beta-arrestin cells, luminescence, 90 min. max activation, %. hit rate 0.58% among 410,000. AID 652048; in the data active = max activation above about 30%; also: 0% is about no effect; mostly tested at two doses, the higher about 12 µM
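Agonist mode: compounds and dopamine controls were applied to plated cells for 90 min at 37 degrees C after an overnight attachment at 1500 cells/well. Luminescent read-out followed 30 - 60 minutes at room temperature with DiscoveRx detection reagent.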
PLK1 PBD inh = inhibitors of human PLK1 polo-box domain binding; Potency, µM, inactives show max response, negative = inhibition, usual class: inhibitors; hit rate 2.8% among 360,000; Plk1 PBD binding of FITC phosphopeptide, fluorescence polarization; also: potency is read from the fitted curve at half-maximal effect; series mostly up to about 57 µM; % is scaled to controls: 0 for no effect and ±100 for the full control effect; nearly all actives have a fitted effect of over 65% in size
Target sequence (P53350 whole entry, looked up, the tested form may be a part): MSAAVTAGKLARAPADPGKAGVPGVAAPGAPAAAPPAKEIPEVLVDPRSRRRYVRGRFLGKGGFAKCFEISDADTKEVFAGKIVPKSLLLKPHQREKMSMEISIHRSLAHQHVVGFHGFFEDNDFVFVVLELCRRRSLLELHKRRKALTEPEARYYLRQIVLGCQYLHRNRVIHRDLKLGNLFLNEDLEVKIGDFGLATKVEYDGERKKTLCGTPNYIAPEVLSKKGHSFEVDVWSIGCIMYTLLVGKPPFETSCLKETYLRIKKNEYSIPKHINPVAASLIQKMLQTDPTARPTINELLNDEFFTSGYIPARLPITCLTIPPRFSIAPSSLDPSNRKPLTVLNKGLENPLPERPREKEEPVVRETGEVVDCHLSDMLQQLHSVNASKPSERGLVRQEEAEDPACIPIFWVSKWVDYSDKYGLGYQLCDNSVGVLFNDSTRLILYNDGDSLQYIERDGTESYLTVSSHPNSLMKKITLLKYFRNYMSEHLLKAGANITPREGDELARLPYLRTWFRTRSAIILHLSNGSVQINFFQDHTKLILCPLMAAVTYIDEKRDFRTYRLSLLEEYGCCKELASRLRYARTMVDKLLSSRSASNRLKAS
WRN helicase inh = WRN helicase (human) inhibition. Q14191. WRN helicase unwinding, fluorescent forked duplex, kinetic. Potency, µM (top dose mostly 114 µM), for inactives: at the highest dose activity change, negative = inhibition, usual class: inhibitors. hit rate 0.46% among 360,000. AID 651768; also: potency is read from the fitted curve at half-maximal effect; % is scaled to controls: 0 for no effect and ±100 for the full control effect; nearly all actives have a fitted effect of over 55% in size
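Primary qHTS, 1536-well format. 20 nM WRN + compound, 15 min RT; start with 100 nM forked fluorophore/quencher duplex, 2 mM ATP (final); kinetic read ex 525/em 598 nm.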
GLP1R inv ag = GLP-1 receptor (human) inverse agonism | P43220 | HEK293 GLP-1R CRE-luciferase, luminescence, 24 h; GLP-1R form is constitutively active | Potency, µM (series often up to 38.3 µM), without a hit: top-dose activity change, negative = inhibition, actives largely listed as inhibitors | hit rate 1.6% among 410,000 | AID 624417; also: potency is read from the fitted curve at half-maximal effect; % is scaled to controls: 0 for no effect and ±100 for the full control effect; nearly all actives have a fitted effect of over 55% in size
Target sequence (P43220 whole entry, looked up): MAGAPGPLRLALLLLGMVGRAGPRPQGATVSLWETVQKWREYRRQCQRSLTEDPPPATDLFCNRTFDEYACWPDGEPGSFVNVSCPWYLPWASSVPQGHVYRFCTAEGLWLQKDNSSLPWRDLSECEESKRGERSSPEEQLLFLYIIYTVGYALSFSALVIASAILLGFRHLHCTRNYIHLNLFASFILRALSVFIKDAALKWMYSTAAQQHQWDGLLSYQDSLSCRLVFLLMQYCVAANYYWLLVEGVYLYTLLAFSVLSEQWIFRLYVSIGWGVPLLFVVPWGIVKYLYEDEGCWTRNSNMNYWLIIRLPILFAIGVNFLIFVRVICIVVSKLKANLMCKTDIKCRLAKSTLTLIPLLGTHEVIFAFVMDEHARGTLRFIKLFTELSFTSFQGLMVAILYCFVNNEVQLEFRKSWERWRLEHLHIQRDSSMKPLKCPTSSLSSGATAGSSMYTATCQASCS
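GLP-1R inverse agonism mode: basal reporter luminescence in engineered HEK293 cells measured after one day of compound exposure at 37 deg C, with a 12 min room-temperature detection step.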
PI5P4Ka inh = blocks human PI5P4K alpha kinase activity | PI5P4Kalpha enzyme, ADP-Glo luminescence, 60 min; active compounds read low | max response, % | hit rate 1.2% among 330,000 | AID 652105; active = max response of -50% or lower; inconclusive = between -30% and -50%; inactive = -30% or higher; also: value at the top dose of about 77 µM; % is scaled to controls: 0 for no effect and ±100 for the full control effect
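Compounds were pin-transferred onto PI5P4Kalpha and substrate in HEPES pH 7.4 buffer with EGTA, CHAPS and 5% DMSO. ATP (5 microM final) started the reaction, which ran 60 minutes at room temperature before ADP-Glo detection.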
HEK293 tox = cytotoxicity in counter-screen for GLP-1R inverse agonists; hit rate 0.13% among 410,000; HEK293 cAMP-luciferase reporter cells, luminescence, 24 h; AID 624418; Potency, µM (top dose mostly 38.3 µM), inactives show at the top dose activity change, negative = inhibition, usual class: inhibitors;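 also: loss of luciferase light is scored as toxicity; potency is read from the fitted curve at half-maximal effect; % is scaled to controls: 0 for no effect and ±100 for the full control effect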
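Here, cytotoxicity is scored as loss of luminescence. The MLSMR collection was tested on cells seeded in medium containing 10% Nu serum, with a 24 hr compound exposure preceded by 12 hours of culture.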
D3 antag = blocks the human D3 dopamine receptor. max response, negative = inhibition, %. AID 652054. hit rate 2.5% among 360,000. D3R cells, DiscoveRx beta-arrestin luminescence, antagonist mode; active compounds read low. P35462; in the data active = max response below about -50%; inconclusive = no clear call, values can overlap the other calls; also: % is scaled to controls: 0 for no effect and ±100 for the full control effect; mostly tested at two doses, the higher about 12 µM
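Cells expressing the human receptor were seeded at 1500 cells/well, incubated overnight at 37 degrees C in 5% CO2, then exposed to library compounds with dopamine controls for 90 minutes at 37 degrees C before luminescent detection.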
IL-2 act = activators of IL-2 | activation, % (series mostly up to about 46 µM) | IL-2 activation reporter assay, cell-based qHTS; stimulated with anti-CD3/CD4/CD28 beads; in transgenic mouse T cells | AID 652025 | hit rate 0.065% among 360,000; in the data active = activation above about 50%; inconclusive = mostly about 30% to 49%; also: 0% is about no effect
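Using fluorescent plate cytometry, EGFP and DsRed are detected in transgenic mouse T cells stimulated 18 h at 37 degrees C with antibody-coated beads after 60 min compound pretreatment.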
GLP-1R agonist = agonists of human GLP-1 receptor; P43220; HEK293 GLP-1R CRE-luciferase, luminescence, 4-6 h; cells express a hypersensitive GLP-1R form; Potency, µM (top dose mostly 45.6 µM), inactives show top-dose activation, most hits filed as activators; hit rate 0.007% among 380,000; also: potency is read from the fitted curve at half-maximal effect; % of control where 0% means no effect
Active calls of the source: *; ? = inconclusive; . = no result given; & = joins results of further samples; [ ] = another dose, or the depositor's remark. Unless noted, calls follow the shape of the dose curve; as a rule, active = well fitted curve in the direction sought with a large enough effect; inconclusive = small, poorly fitted or top-dose-only effect, or another doubt; inactive = no such curve, though single readings can be large; an effect the other way counts as inactive or inconclusive.

SMILES	D3 ag	PLK1 PBD inh	WRN helicase inh	GLP1R inv ag	PI5P4Ka inh	HEK293 tox	D3 antag	IL-2 act	GLP-1R agonist
Cc1ccc(CNC(=O)c2ccc([N+](=O)[O-])o2)cc1	4	-1%	-1%	0%	1	-14%	-20	2.9	-7%
CC(c1ccco1)N(C(=O)CSc1ccc(Br)cc1)c1ccccn1 (centres undefined)	-3	?	0%	?	-6	-3%	-2	-1.7	-5%
Cc1cc(NC(=O)Nc2cc(Cl)ccc2C)no1	-2	10%	5%	?	2	7%	3	-0.7	-9%
CCOC(=O)c1c(NC(=O)CSc2nnc(-c3ccncc3)n2Cc2ccco2)sc(C)c1C	8	-8%	-5%	0%	.	-23%	6	0.2	6%
O=C(CSc1ccc(-c2ccccn2)nn1)N1CCc2ccccc21	-2	-2%	-2%	9%	10	-1%	10	-3.5	0%
CCN(CC(=O)NNC(=O)c1ccccc1)Cc1ccc(OC)c(F)c1	-16	0%	0%	17%	2	2%	12	0.6	-4%
Cc1ccccc1C(=O)N/N=C/c1ccccn1	4	-2%	-9%	?	2	12%	9	2.1	-11%
Cc1ccc(S(=O)(=O)Nc2ccc(S(=O)(=O)Nc3ncccn3)cc2)cc1	0	-7%	8%	-2%	1	61%[activator]	-17	1.1	3%
O=C(COc1cccnc1[N+](=O)[O-])Nc1ccc(Cl)c(S(=O)(=O)N2CCOCC2)c1	10	2%	-13%	53%[activator]	11	11%	13	-3.8	18%
CCCCN(C(=O)CCn1c(=O)oc2ccccc21)c1ccccc1	0&-3	-11%	0%	?	0	-4%&-1%	-2	0.4	7%&-1%
O=C(N/N=C\c1ccccc1)c1sccc1-n1cccc1	-1	0%	0%	-2%	-2	-7%	37	0.5	3%
CC1CN(C(=O)CCC(=O)NCCCN2CCN(Cc3ccccc3)CC2)c2cc(Cl)ccc2O1 (centres undefined)	-2	-5%	-4%[57.1 µM]	?	-2	-27%	-90*	-2.7	-2%
O=C(Nc1ccc(N2CCOCC2)c(Cl)c1)c1cccc(-n2cnnc2)c1	4	2%	-7%	48%[activator]	1	3%	8	-0.4	20%
Cc1ccc(OCCn2c(CCNC(=O)C(C)C)nc3ccccc32)cc1	-13	-4%	4%	7.9µM*	11	-11%	-28	-0.2	-3%
O=C(Nc1ccc(Cn2cccn2)cc1)c1ccc(COc2cccc(Br)c2)cc1	0	3%	-7%	5µM*	-2	-3%	13	-0.5	1%
COc1ccc(-c2cc3nccc(-c4cc(Cl)c(C)cc4O)n3n2)cc1	10	.	.	-20%	.	2%	.	.	1%
COc1ccc(CNC(=O)CN(c2ccc(C(C)C)cc2)S(=O)(=O)c2c(C)noc2C)cc1	1	9%	7%	11%	-1	-20%	26	0.1	-3%
Cc1cc(C)cc(N(CC(=O)N/N=C/c2ccncc2)S(=O)(=O)c2ccccc2)c1	-2	-7%	?	2%	3	18%	-5	-1.5	16%
CN(c1ccccc1)S(=O)(=O)c1ccc(C(=O)N2CCCC(C(F)(F)F)C2)cc1 (centres undefined)	6	-7%	-26%	-23%	8	3%	-12	3.4	3%
CCOc1ccc(CCNC(=O)COC(=O)COc2ccc(C(C)=O)cc2)cc1OCC	-4	-8%	-3%	33%[activator]	1	-4%	-6	-3.8	?
CC(NC(=O)c1ccc(S(=O)(=O)Nc2ccccc2)cc1)c1ccc(S(N)(=O)=O)cc1 (centres undefined)	9	3%	-2%	-4%	-2	0%	3	-0.6	-2%
CCN(CC)CC(O)COc1ccc2c(c1)c(C(C)=O)c(C)n2-c1ccccc1 (centres undefined)	3	-2%	11%	?	11	?	?	-2.2	16%
CC(C)[C@H](Nc1ccc(S(=O)(=O)N2CCOCC2)cc1[N+](=O)[O-])C(=O)OCC(N)=O	-3	0%	-3%	24%	-6	-26%	-14	1.1	23%
O=C1CSC(c2cccc(F)c2)N1c1ccccc1F (centres undefined)	1	-4%	-9%	-7%	1	16%	-2	2.2	24%
Cc1cc(C)c(C)c(S(=O)(=O)N2CCC(C(=O)NCCCN3CCCC3=O)CC2)c1C	-6	-4%	-4%	17%	3	14%	-7	0.3	0%

Next section, starting with the last 4 of the part before.
SMILES	D3 ag	PLK1 PBD inh	WRN helicase inh	GLP1R inv ag	PI5P4Ka inh	HEK293 tox	D3 antag	IL-2 act	GLP-1R agonist
CCN(CC)CC(O)COc1ccc2c(c1)c(C(C)=O)c(C)n2-c1ccccc1 (centres undefined)	3	-2%	11%	?	11	?	?	-2.2	16%
CC(C)[C@H](Nc1ccc(S(=O)(=O)N2CCOCC2)cc1[N+](=O)[O-])C(=O)OCC(N)=O	-3	0%	-3%	24%	-6	-26%	-14	1.1	23%
O=C1CSC(c2cccc(F)c2)N1c1ccccc1F (centres undefined)	1	-4%	-9%	-7%	1	16%	-2	2.2	24%
Cc1cc(C)c(C)c(S(=O)(=O)N2CCC(C(=O)NCCCN3CCCC3=O)CC2)c1C	-6	-4%	-4%	17%	3	14%	-7	0.3	0%
CCn1ncc([N+](=O)[O-])c1C(=O)n1nc(C)cc1C	12	-18%	-15%	39%[activator]	2	5%	5	0.3	7%
CN(C(=O)COc1ccc(Cl)cc1)C1(C)CCS(=O)(=O)C1 (centres undefined)	9	4%	6%	-9%	-4	-1%	0	0.1	4%
CCOCCCNC(=O)C1CCN(c2cc(C)nc3c(-c4ccc(Cl)cc4)c(C)nn23)CC1	10	.	.	2%	.	2%	.	.	-1%
CCC1(CC)Cc2ccccc2-c2[nH]c(=S)[nH]c(=O)c21	-4	-17%	-5%	?	-17	?	-10	-0.3	-1%
COc1ccc(-c2nc(N3CCOCC3)nc3n[nH]c(N)c23)cc1	-4	-9%	-6%	33%	0	-3%	8	-3.2	4%
c1ccc(NCn2cncn2)nc1	-2	-11%	1%	0%	-5	21%	-11	0.0	10%
O=C(CCc1nnc(CCCCc2ccccc2)o1)NCCc1cccnc1	5	-2%	-7%	-8%	7	17%	9	2.3	2%
CN(N)c1nc2ccccc2nc1C(F)(F)F	-2	21µM*	13%[57.1 µM]	13%	-12	2%	10	-1.1	9%
CCCc1nnc(SCC(=O)Nc2nccs2)o1	1	-17%	4%	-6%	-1	-30%	8	0.4	14%
Fc1ccc(NC(=S)NC23CN4CN(CN(C4)C2)C3)cc1	5	-2%	3%	14%	-3	2%	3	-1.9	-10%
Cc1cccc(C(=O)Oc2ccccc2-c2nnco2)c1	-5	-8%	3%	4%	1	12%	-24	0.1	1%
Cn1c(=O)c2c(ncn2CC(=O)Nc2nnc(Cc3ccccc3)s2)n(C)c1=O	-5	-13%	-29%	1%	0	18%	17	-1.6	1%
Cn1c(-c2csc(-c3cccc(C(F)(F)F)c3)n2)n[nH]c1=S	5	-5%	1%	21%	9	-7%	-15	0.5	-5%
COCCCNC(=O)C(CC(N)=O)NC(=O)OCc1ccccc1 (centres undefined)	8	-1%	-12%	17%	0	-5%	5	-1.2	2%
Cc1sc(NC(=O)CSc2nnc(COc3ccccc3)n2C)c(C#N)c1C	-1	-4%	-2%	0%	0	-15%	1	1.8	0%
C=C(C)CSc1nc2sc3c(c2c(=O)n1-c1ccc(C)cc1)CCN(C)C3	-1	-13%	1%	?	-20	4%	5	-3.3	4%
CC(Cc1ccccc1)C(=O)Nc1ccc(Br)cc1 (centres undefined)	-2	-1%	-5%	?	14	-6%	-1	-0.8	16%
COc1ccc2c(c1)N(C(=O)CSc1n[nH]c(C)n1)C(C)(C)C=C2C	5	-2%	-7%	4%	1	6%	7	1.0	2%
CN(C)S(=O)(=O)c1cccc(NC(=O)c2c[nH]c3ccccc23)c1	6	-10%	3%	-30%	-2	-3%	9	-0.4	9%
O=C(Cn1cc(C(F)(F)F)cc(Cl)c1=O)Nc1cccc(Cl)c1	-5	-2%	7%	-28%	6	-4%	-21	-0.3	0%
CCOc1ccc(S(=O)(=O)Nc2ccc(C(=O)NN)cc2)cc1	11	6%	-6%	2%	3	-1%	19	-0.7	-3%
Cc1c(OC(C)C(=O)O)ccc2c3c(c(=O)oc12)CCCC3 (centres undefined)	5	4%	-5%	23%	-3	3%	1	-0.2	-3%
CC(C)C1C(=O)N(Cc2cn(CCC3OCCO3)nn2)CCS(=O)(=O)N1Cc1ccc(-c2ccc(F)nc2)cc1 (centres undefined)	-8	-16%	1%	1%	-12	-5%	8	2.4	5%
Cc1ccc(C(=O)N2CCCC(C(F)(F)F)C2)cc1S(=O)(=O)N1CCCCC1 (centres undefined)	-7	-6%	1%	-28%	11	16%	-6	-4.0	1%
CCCCC[C@@H]1C=C(C(=O)OCC)[C@H](c2ccccc2)N1S(=O)(=O)c1ccc(C)cc1	-9	0%	-14%	?	9	16%	0	-0.7	-5%

(more compounds)
SMILES	D3 ag	PLK1 PBD inh	WRN helicase inh	GLP1R inv ag	PI5P4Ka inh	HEK293 tox	D3 antag	IL-2 act	GLP-1R agonist
CCCS(=O)(=O)N1CCCC(C(=O)NCCN2CCCCC2C)C1 (centres undefined)	3	-8%	4%	-11%	11	14%	23	-0.8	4%
Cc1c(CC(=O)O)c(=O)oc2c(C)c(OCc3ccc(F)cc3F)ccc12	2	-12%	-6%	11%	0	-16%	3	-0.5	-4%
O=[N+]([O-])c1cccc(S(=O)(=O)Nc2ccc(Cc3ccncc3)cc2)c1	-8	-10%	-4%	2%	2	8%	-25	0.9	8%
COc1cccc(/C=N/NC(=S)NC2CC3CC2C2C=CCC32)c1O (centres undefined)	15	-7%	0%	-15%	2	?	-25	-5.7	22%
O=C(COc1ncnc2ccccc12)NCCCN1CCCC1=O	-1	-8%	3%	8%	0	5%	-10	-1.2	-12%
CCC(C)N(C(=O)COC(=O)CN=C1NS(=O)(=O)c2ccccc21)C1CCS(=O)(=O)C1 (centres undefined)	-2	-16%	-5%	-5%	-5	3%	-3	1.0	-4%
CCOP(=O)(OCC)C(NC(=O)NS(=O)(=O)c1ccc(C)cc1)c1ccccc1 (centres undefined)	5	-12%	-6%	11%	-6	8%	-17	0.4	-2%
COc1ccc(C2=CC3=C(Br)C(=O)C(C)(OC(=O)c4cccs4)C(=O)C3=CO2)cc1 (centres undefined)	10	8.4µM*	?	2%	-70*	-8%	-55*	-0.4	-5%
